ARNT-TACC3 inh – disruptors of human ARNT/TACC3 interaction | AlphaScreen His-ARNT PAS-B/GST-TACC3 binding, luminescence; TACC3 fragment carries E629A point mutation | inhibition, % at 9.99 µM | 0.66% of 390,000 active;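 active = mean inhibition of replicates at least 50% and at least half of replicates each reaching 50%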;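 note: 0% = complete ARNT plus TACC3 wells and 100% = ARNT alone without TACC3; many hits fall short of the cut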
RAD54 branch – blocks human RAD54 Holliday junction branch migration | Q92698 | FAM/BHQ fluorescence | inhibition, % at 10.4 µM | 0.14% of 360,000 active | AID 602329;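 active = mean normalized replicate activity at least 40 and at least half of replicates scoring 40 or more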;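 note: 0% = median of neutral control wells and 100% = median of positive control wells; inhibitors cause a drop in the FAM fluorescence signal; in these data hits start at about 50%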
ERAP1 inh – inhibitors of human ERAP1 aminopeptidase; Q9NZ08; recombinant ERAP1, Leu-AMC fluorescence, 60 min; inhibition, % at 10.7 µM; 0.15% of 340,000 active;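 active = mean replicate inhibition of at least 30%, or all replicates individually reaching that 30% level; inactive = mean below 30% and not every replicate reaching it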;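 note: 0% = neutral control wells and 100% = L-leucinethiol positive control wells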
CFTR F508del cor – CFTR F508del correction in bronchial cells; 0.36% of 350,000 active; CFBE cells, YFP halide quenching; stimulated with forskolin plus potentiator P3; % fluorescence drop versus neutral controls; activity (quench increase), % at 7.58 µM;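 active = mean added fluorescence quench of at least 8% versus neutral control, with both replicates also reaching 8%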;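 note: cells transiently co-express mutant CFTR-F508del with the halide-sensitive YFP; corrector assay measuring rescue of mutant channel to the surface after 24 h compound exposure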
RAD52 inh – inhibitors of human RAD52 DNA annealing. recombinant RAD52 DNA annealing, FRET fluorescence. 0.46% of 360,000 active. P43351. inhibition, % at 18.7 µM. AID 651710;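 active = every replicate showing at least 50% inhibition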
Target sequence (P43351 whole entry, looked up): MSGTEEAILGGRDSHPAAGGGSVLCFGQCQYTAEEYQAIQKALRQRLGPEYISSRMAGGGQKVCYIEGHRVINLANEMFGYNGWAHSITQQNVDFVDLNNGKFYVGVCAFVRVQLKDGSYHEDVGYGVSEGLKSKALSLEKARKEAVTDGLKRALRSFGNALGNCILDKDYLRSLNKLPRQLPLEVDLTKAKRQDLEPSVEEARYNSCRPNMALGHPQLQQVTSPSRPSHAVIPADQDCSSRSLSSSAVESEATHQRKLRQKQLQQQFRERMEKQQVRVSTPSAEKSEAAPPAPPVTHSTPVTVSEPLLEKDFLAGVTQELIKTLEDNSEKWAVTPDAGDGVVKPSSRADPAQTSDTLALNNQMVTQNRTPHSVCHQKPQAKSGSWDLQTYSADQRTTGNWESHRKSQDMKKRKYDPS
GSIS activator – GLuc luminescence reporter in INS-1E cells, primary screen for activators of glucose-dependent secretion of insulin; INS-1E GLuc reporter insulin secretion, 2-3 h; 0.61% of 370,000 active; activation, % at 16.6 µM;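 active = lowest replicate activation of at least 40%, so every replicate reaches that level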;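 note: 0% = median of neutral control wells and 100% = median of IBMX positive control wells; some compounds called inactive have numbers as strong as hits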
esBAF inh – inhibitors of esBAF chromatin remodeling in mouse ES cells; 2% of 350,000 active; Bmi1-luciferase knock-in reporter, 24 h; 100% = twice the neutral-well signal; reporter increase, % at 12.5 µM; AID 602393; in the data active = activation above about 40%;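 note: 0% = median of the plate's neutral control wells and 100% = double that signal; a rise in the Bmi1 reporter signal indicates esBAF inhibition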
XiGFP reactiv – activators of X-chromosome reactivation in mouse fibroblasts. XiGFP mouse fibroblasts, % GFP-positive cells imaging, 3 d; cells co-treated with 5-aza-dC sensitizer; scaled so ellipticine positive control = 100%. activation, % at 7.58 µM. 0.055% of 360,000 active;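 active = mean normalized replicate activation at least 10% and every replicate at or above 10%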;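 note: 0% = median of on-plate neutral control wells and 100% = ellipticine 6 µM median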
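Material: XiGFP fibroblasts, SV40-immortalized. Buffer or medium: DMEM plus 5-aza-dC sensitizer. Compound: single concentration per compound, delivered by pin transfer. Times: 3 days compound exposure. Controls: ellipticine 6 µM.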
An asterisk follows results filed as active; / = no result given.

Order of results – ARNT-TACC3 inh, RAD54 branch, ERAP1 inh, CFTR F508del cor, RAD52 inh, GSIS activator, esBAF inh, XiGFP reactiv
- CCCNS(=O)(=O)c1ccc(-n2cnnn2)c(OC)c1
 : -3, 2, 3, 1.4, 1, 5, -3, 0.1
- COc1ccc(-n2c3c(cc(C(=O)NNc4ccccc4)c2=O)C(=O)CC(C)(C)C3)cc1
 : -8, /, 0, 2.6, -14, -1, /, 0.0
- C[C@H]1CN([C@@H](C)CO)C(=O)c2cc(Br)cnc2O[C@H]1CN(C)Cc1ccccn1
 : 0, -7, 1, -1.5, -9, /, -3, 0.1
- CCNC(=O)C[C@H]1C=C[C@H](NC(=O)NC2CCCCC2)[C@@H](CO)O1
 : -4, -11, -4, -1.5, 7, -7, -4, 0.1
- Cc1cc2c(=O)n(Cc3ccco3)c(SCC(=O)N3CCCc4ccccc43)nc2s1
 : -4, -4, 8, 3.7, -7, -38, -14, /
- Cc1ccc(-c2ccc(C(=O)NCc3ccccc3)o2)c2ccccc12
 : -6, 4, 0, 1.4, -19, /, 5, 0.1
- CCC(C(=O)NCc1cccc(C)c1)n1nc(C)c2c(C)n(-c3ccccc3)nc2c1=O (stereo not given)
 : 0, -12, -2, -0.5, -12, -37, -3, -0.1
- COc1cccc(C2CC(c3cccc(NS(C)(=O)=O)c3)=NN2C(=O)c2ccccc2)c1OC (stereo not given)
 : 7, -18, -2, -0.3, -19, -5, /, 0.0
- CCOC(=O)[C@H]1[C@H]2COc3ccccc3[C@@H]2N2C(=O)c3ccc(C)cc3NC(=O)[C@@]12C
 : -2, -5, /, -0.9, 5, 7, -6, 0.7
- CC(C)CCN1CCN(Cc2nc3c(s2)CCCC3)CC1CCO (stereo not given)
 : -1, -3, -5, 0.8, -5, -19, 1, 0.0
- Nc1ncnc2c1ncn2[C@@H]1O[C@H](CNCc2ccccc2OCc2ccc(Cl)cc2Cl)[C@@H](O)[C@H]1O
 : 2, -3, 12, -1.6, -16, 0, 2, 0.4
- COc1ccc(OC)c(CNC(=O)C2CCN(S(C)(=O)=O)CC2)c1
 : -2, /, -2, 1.5, -10, 39, /, 0.1
- O=C(C[C@H]1CC[C@@H]2[C@H](COC[C@@H](O)CN2C(=O)Nc2ccc(Cl)c(Cl)c2)O1)NCc1ccc(Cl)cc1
 : 8, -22, -1, -0.7, -11, -33, 5, 0.1
- CCN1[C@@H]2Cn3c(ccc(/C=C/c4ccccc4)c3=O)[C@H]1[C@@H](C(=O)N1CCOCC1)[C@@H]2CO
 : 13, 6, 0, -3.8, 3, 9, -1, -0.1
- CN1/C(=C\C(=O)C[n+]2cccc(C(N)=O)c2)C(C)(C)c2ccccc21
 : -6, 8, 8, -0.6, -14, 0, -4, 0.0
- O=C(CN1CCOCC1)N1CCCCN2[C@@H](CO)[C@@H](c3ccc(-c4ccccc4F)cc3)[C@@H]2C1
 : -11, 4, 0, -0.9, -11, -5, -1, -0.1
- Cc1ccc(S(=O)(=O)N(C)C[C@@H]2OCCCC[C@@H](C)Oc3ccc(NC(=O)NC4CCCCC4)cc3C(=O)N([C@H](C)CO)C[C@H]2C)cc1
 : -1, 4, -1, -1.6, 28, -24, 6, 0.0
- CCCCCCCCN1C(=O)[C@H](CC(=O)NCc2cccs2)C[C@@]2(C(=O)OCC)CCCC=C12
 : /, /, -2, -0.6, 2, -32, /, 0.0
- COC(=O)[C@H]1C[C@@H]1[C@H](N)c1ccccc1
 : -3, -17, 2, -0.7, -5, -3, -2, 0.0
- Cc1csc(SC(C)C(=O)Nc2ccc3c(c2)OCCO3)n1 (stereo not given)
 : 3, 0, 0, -2.0, -19, 34, -4, 0.2

Compounds from the list above containing two or more sulfur atoms:
Order of results – ARNT-TACC3 inh, RAD54 branch, ERAP1 inh, CFTR F508del cor, RAD52 inh, GSIS activator, esBAF inh, XiGFP reactiv
- Cc1cc2c(=O)n(Cc3ccco3)c(SCC(=O)N3CCCc4ccccc43)nc2s1
 : -4, -4, 8, 3.7, -7, -38, -14, /
- Cc1csc(SC(C)C(=O)Nc2ccc3c(c2)OCCO3)n1 (stereo not given)
 : 3, 0, 0, -2.0, -19, 34, -4, 0.2

(further entries)
Order of results – ARNT-TACC3 inh, RAD54 branch, ERAP1 inh, CFTR F508del cor, RAD52 inh, GSIS activator, esBAF inh, XiGFP reactiv
- C[C@@H]1CN([C@@H](C)CO)C(=O)Cc2cc(NC(=O)Nc3ccc4c(c3)OCO4)ccc2O[C@H]1CN(C)C(=O)Nc1ccc(C(F)(F)F)cc1
 : 11, 5, 5, -1.1, -8, -6, 2, -1.1
- CCOc1ccc(-c2cccc(NS(=O)(=O)c3cccc([N+](=O)[O-])c3)c2)nn1
 : /, 2, 4, -3.4, -82, -40, 3, 0.7
- COc1ccc(O)c(/C=N/NC(=O)CCC(=O)Nc2cccc(C)c2)c1
 : /, /, -1, 2.1, -2, -8, /, 0.5
- COc1ccc2c3c([nH]c2c1)[C@H](CO)N(CC1CCOCC1)CC31CN(C(=O)C2CC2)C1
 : /, /, /, -1.4, -73, -7, /, 0.1
- CCC(c1nc2ccccc2[nH]1)n1c(-c2ccnc(Cl)c2)nc2ccccc21 (stereo not given)
 : /, /, /, -3.0, -33, -8, /, 0.0
- C[C@H]1CCCCO[C@H](CN(C)Cc2ccncc2)[C@@H](C)CN([C@@H](C)CO)C(=O)c2cc(NS(=O)(=O)c3ccc(Cl)cc3)ccc2O1
 : 7, -8, 2, 1.9, -15, -8, -1, 0.0
- CCOc1ccc(C(C(=O)NC2CCCC2)N(Cc2ccccc2)C(=O)c2nsc(Cl)c2Cl)cc1 (stereo not given)
 : -3, 9, -6, 1.1, -13, -39, 6, /
- O=C(CCc1ccccc1)Nc1nc2n(n1)C(c1ccccc1)CC(=O)N2 (stereo not given)
 : -3, -6, 3, /, -12, 6, -9, /
- C[C@@H]1CN([C@H](C)CO)C(=O)c2cc(C3=CCCC3)cnc2O[C@@H]1CN(C)C(=O)C1CCOCC1
 : 4, 6, 5, -2.2, -5, 23, -4, -0.2
- CN(C)c1ccc(C(=S)N2CCN(S(=O)(=O)c3ccccc3)CC2)cc1
 : 1, 10, -1, 1.7, -2, -1, -10, 0.0
- Cc1ccc2cccc(OCC(=O)c3cc(C)n(Cc4ccco4)c3C)c2n1
 : /, /, 5, /, -27, 2, /, 0.0
- O=C(NCC[C@@H]1CC[C@@H](NC(=O)c2ccc3c(c2)OCO3)[C@H](CO)O1)Nc1ccc(Cl)cc1
 : 2, 4, -3, -2.2, 5, -5, 63*, -0.5
- C/C(=N/O)c1no[n+]([O-])c1/C(C)=N\O
 : 0, 2, -1, 3.8, -2, 16, /, 0.0
- COc1ccc(-c2nc(CN3CCN(c4ncccn4)CC3)c(C)o2)cc1C
 : -4, /, 5, 1.6, -16, 0, /, 0.2
- CN1c2ccc(-c3cccc(F)c3)cc2[C@@H]2[C@@H](CCN2C(=O)CC2CC2)[C@@H]1CO
 : 5, 1, 1, 2.1, -10, 0, -3, 0.0
- COC(=O)c1cc(=O)nc2sc(-c3ccccc3)nn12
 : -10, -5, /, /, /, 16, 1, /
- O=C(Nc1ccc(S(=O)(=O)Nc2ncccn2)cc1)c1nn(Cc2ccccc2)c(=O)c2ccccc12
 : -6, -4, 1, 6.0, -55, 31, 0, -0.1
- COc1cccc(N2CCN(C(=O)CN(c3cc(C)cc(C)c3)S(=O)(=O)c3c(C)noc3C)CC2)c1
 : -2, -13, 0, 2.8, -9, -4, 0, 0.2
- C[C@H]1CCCCO[C@H](CN(C)C(=O)Nc2cccc3ccccc23)[C@@H](C)CN([C@@H](C)CO)C(=O)c2cc(NS(=O)(=O)c3cccs3)ccc2O1
 : -4, -5, -2, -3.1, -15, 13, 6, 0.3
- CC(CCc1ccccc1)NC(=O)CN1CCN(Cc2ccc(Cl)cc2)C1=O (stereo not given)
 : 1, 9, /, 0.8, -22, -16, 2, 0.0

Next compounds follow:
Order of results – ARNT-TACC3 inh, RAD54 branch, ERAP1 inh, CFTR F508del cor, RAD52 inh, GSIS activator, esBAF inh, XiGFP reactiv
- CCN(CC)S(=O)(=O)c1ccc(N2CC(C(=O)Nc3cccc(C(=O)NC4CC4)c3)CC2=O)cc1 (stereo not given)
 : -2, -9, -1, 2.1, -26, -16, 4, -0.4
- C[C@H](CO)N1C[C@H](C)[C@@H](CN(C)C(=O)c2ccncc2)OCc2ccccc2-c2ccccc2C1=O
 : -2, -12, -6, 0.6, 12, 30, -2, -1.1
- COCC#Cc1ccc2c(c1)O[C@H](CN(C)C(=O)Nc1ccc(OC)cc1)[C@@H](C)CN([C@H](C)CO)S2(=O)=O
 : -1, 5, 0, -0.8, -12, -5, -7, -1.2
- CCC(c1nc2ccccc2[nH]1)n1c(=O)c(-c2ccco2)nc2ccccc21 (stereo not given)
 : /, /, /, 0.1, -56, -9, /, 0.0
- O=C(CCNC(=O)c1ccco1)Nc1ccc(N2CCOCC2)cc1
 : -3, /, -2, 1.2, -7, -2, /, 0.1
- CCN1CCN(C(=O)C2CCCN(c3ncnc4c3nc3n4CCCCC3)C2)CC1 (stereo not given)
 : 8, 7, -1, 0.5, -3, -5, -1, 0.0
- O=C(CSc1nc2c(c(=O)[nH]1)CCC2)Nc1ccc(F)cc1
 : 29, -2, -7, -0.3, -26, -6, -4, -0.1
- CCCCN(C(=O)c1ccc(OC(F)(F)F)cc1)c1c(N)n(CCC)c(=O)[nH]c1=O
 : -4, /, 4, 0.3, -10, /, /, -0.1
- NC(=O)c1ccc(-n2nnnc2Oc2ccccc2)cc1
 : -3, -4, -4, -4.4, -2, 5, -2, /
- O=C(COc1ccc(F)cc1)N(Cc1ccc(Cl)cc1)C1CCS(=O)(=O)C1 (stereo not given)
 : -5, -5, -2, -0.9, -6, -4, -2, 0.1
- CO[C@@H]1CN(C)C(=O)c2cc(NC(=O)c3cc(C)on3)ccc2OC[C@@H](C)N(S(=O)(=O)c2ccccc2)C[C@H]1C
 : -4, -10, 1, 1.6, -4, /, 1, /
- Cc1noc(C)c1NC(=O)N(C)C[C@@H]1Oc2ccc(NS(=O)(=O)c3ccccc3)cc2C(=O)N([C@H](C)CO)C[C@@H]1C
 : -3, 3, 1, -1.8, 1, 11, -6, -0.8

One compound at a time, as listed above. Screens in order: ARNT-TACC3 inh, RAD54 branch, ERAP1 inh, CFTR F508del cor, RAD52 inh, GSIS activator, esBAF inh, XiGFP reactiv
CCN(CC)S(=O)(=O)c1ccc(N2CC(C(=O)Nc3cccc(C(=O)NC4CC4)c3)CC2=O)cc1 (stereo not given) is listed with -2, -9, -1, 2.1, -26, -16, 4, -0.4
CO[C@@H]1CN(C)C(=O)c2cc(NC(=O)c3cc(C)on3)ccc2OC[C@@H](C)N(S(=O)(=O)c2ccccc2)C[C@H]1C is listed with -4, -10, 1, 1.6, -4, /, 1, /
CCCCN(C(=O)c1ccc(OC(F)(F)F)cc1)c1c(N)n(CCC)c(=O)[nH]c1=O is listed with -4, /, 4, 0.3, -10, /, /, -0.1
COCC#Cc1ccc2c(c1)O[C@H](CN(C)C(=O)Nc1ccc(OC)cc1)[C@@H](C)CN([C@H](C)CO)S2(=O)=O is listed with -1, 5, 0, -0.8, -12, -5, -7, -1.2
O=C(CCNC(=O)c1ccco1)Nc1ccc(N2CCOCC2)cc1 is listed with -3, /, -2, 1.2, -7, -2, /, 0.1
